Pf growth 96h – inhibits malaria parasite growth, 96 h | P. falciparum luciferase reporter growth, 96 h | 320,000 compounds, 6.9% hits | Potency, µM (doses to about 28.7 µM), inactives show top-dose activity change, negative = inhibition, hits mostly inhibitors; further: potency means the concentration at half of the fitted maximal effect; on the % scale 0 is the no-effect control and ±100 the full control effect
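96 h incubation, 37 C, 5% CO2, of luciferase-reporter P. falciparum-infected RBCs (2% hematocrit, 0.05% parasitemia final) with test compounds; endpoint luminescence.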
CHX counter – counter-screen hit for Shiga toxin inhibitors, cycloheximide; cell reporter, cycloheximide protein synthesis inhibition counterscreen; max response, %; 300,000 compounds, 12% hits; in the data active means max response mostly above about 13%, no sharp cut-off; inactive means mostly below about 14%; further: read at 38.3 µM for the half of the compounds with a filed dose; 0% is about no effect
AmpC inh no detg – blocks E. coli AmpC beta-lactamase in detergent-free assay; P00811; AmpC nitrocefin hydrolysis, absorbance 480 nm, 0.0001% Triton; Potency, µM (series often up to 57.1 µM), for the others: top-dose activity change, negative = inhibition, usual class: inhibitors; 330,000 compounds, 0.52% hits; AID 485341;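 further: potency means the concentration at half of the fitted maximal effect; plate controls were no compound for no effect and no enzyme for full effect; nearly all actives have a fitted effect of over 20% in size; some results filed as inactive show a strong effect at the top dose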
Target sequence (P00811 whole entry, looked up): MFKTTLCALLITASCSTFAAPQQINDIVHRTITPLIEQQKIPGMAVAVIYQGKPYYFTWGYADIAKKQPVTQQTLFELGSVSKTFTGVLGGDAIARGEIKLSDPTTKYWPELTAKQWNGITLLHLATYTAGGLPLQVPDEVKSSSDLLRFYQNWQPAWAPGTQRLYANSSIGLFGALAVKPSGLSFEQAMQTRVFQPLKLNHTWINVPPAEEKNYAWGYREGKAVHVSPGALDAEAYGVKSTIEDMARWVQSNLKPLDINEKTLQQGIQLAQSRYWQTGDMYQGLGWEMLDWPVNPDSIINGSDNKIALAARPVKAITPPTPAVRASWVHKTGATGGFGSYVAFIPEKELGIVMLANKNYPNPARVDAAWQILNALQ
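20 mM phosphate pH 7.0 + 0.01% (detergent screen) or 0.0001% Triton X-100; 5.3 nM AmpC reagent; cpd preinc 15 min RT; nitrocefin (800 uM stock) to start; A480 q20 s × 4 min; Activity was normalised to no-enzyme and no-compound control wells.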
LmPK inhibitor – LmPK (Leishmania mexicana) enzyme inhibition; Q27686; purified LmPK, Kinase-Glo ATP luminescence, 1 h; Potency, µM (top dose mostly 57.5 µM), for inactives: at the top dose activity change, negative = inhibition, most hits filed as inhibitors; 290,000 compounds, 0.37% hits; AID 1721; further: potency means the concentration at half of the fitted maximal effect; on the % scale 0 is the no-effect control and ±100 the full control effect
Target sequence (Q27686 whole entry, looked up): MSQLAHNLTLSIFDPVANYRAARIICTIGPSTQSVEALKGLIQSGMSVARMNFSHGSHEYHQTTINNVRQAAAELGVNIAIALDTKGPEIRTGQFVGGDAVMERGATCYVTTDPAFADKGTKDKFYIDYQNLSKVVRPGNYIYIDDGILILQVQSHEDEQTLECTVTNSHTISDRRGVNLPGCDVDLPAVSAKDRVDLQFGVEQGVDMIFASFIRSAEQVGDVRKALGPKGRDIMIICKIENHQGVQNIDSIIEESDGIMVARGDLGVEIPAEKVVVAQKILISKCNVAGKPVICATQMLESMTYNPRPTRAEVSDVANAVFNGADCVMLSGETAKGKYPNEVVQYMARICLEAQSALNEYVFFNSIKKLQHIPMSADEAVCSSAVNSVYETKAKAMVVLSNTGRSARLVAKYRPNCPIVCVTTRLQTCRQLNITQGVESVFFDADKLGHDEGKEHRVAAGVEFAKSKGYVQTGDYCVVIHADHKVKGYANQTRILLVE
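In 50 mM imidazole pH 7.2 with 7 mM MgCl2, LmPK (0.1 nM) turned over PEP (0.5 mM) and ADP (0.1 mM) for 1 h at room temperature. Luciferase read-out of ATP.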
Tb PYK inh – inhibitors of Trypanosoma brucei pyruvate kinase | Q57TT1 | TbPYK enzyme, Kinase-Glo Plus ATP luminescence, 45 min | Potency, µM (doses to about 76.8 µM), for the others: top-dose activity, negative = inhibition, hits mostly inhibitors | 410,000 compounds, 0.12% hits; further: potency means the concentration at half of the fitted maximal effect; on the % scale 0 is the no-effect control and ±100 the full control effect; nearly all actives have a fitted effect of over 50% in size
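Readout: single end-point luminescence (Kinase-Glo Plus, 10 min). Reaction conditions were TbPYK/substrate plus 130 uM ADP, 45 min at RT, pH 7.2 TEA buffer. No-enzyme wells served as controls, and data were normalized before concentration-response fitting.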
Pf growth 48h – P. falciparum growth inhibition at 48 hours (one generation); 310,000 compounds, 5.9% hits; Potency, µM (titrated, usually from 28.7 µM), for inactives: at the top dose activity change, negative = inhibition, usual class: inhibitors; AID 504832; P. falciparum luciferase growth in erythrocytes, 48 h; further: potency means the concentration at half of the fitted maximal effect; on the % scale 0 is the no-effect control and ±100 the full control effect
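Read-out is firefly luciferase luminescence from an integrated reporter in P. falciparum, so falling signal marks reduced parasite growth. Infected erythrocytes were at 2% hematocrit and 0.1% parasitemia (final) in Albumax-supplemented RPMI 1640.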
Shiga inhibitor – Shiga toxin inhibition; Vero cells, Shiga toxin protein synthesis inhibition reporter; inhibition, % at 38.7 µM; 290,000 compounds, 9.2% hits; in the data active means inhibition mostly above about 28%, no sharp cut-off; inactive means mostly below about 43%; further: 0% is about no effect
Starred values were filed as active, the others as inactive; u = inconclusive; x = no result given; [ ] = remark or other dose. Unless noted, the call rests on the fitted dose curve; in most records, active means well fitted curve in the direction sought with a large enough effect; inconclusive means small, poorly fitted or top-dose-only effect, or another doubt; inactive means no such curve, though single readings can be large; an effect the other way counts as inactive or inconclusive.

Screens in order – Pf growth 48h | Tb PYK inh | Pf growth 96h | CHX counter | AmpC inh no detg | Shiga inhibitor | LmPK inhibitor
- CC1=C(/C=C/C(C)=C/C=C/C(C)=C/C=C/C=C(C)/C=C/C=C(C)/C=C/C2=C(C)C(=O)CCC2(C)C)C(C)(C)CCC1=O
    5% | -5% | -1% | x | x | x | x
- COc1ccc(-c2nnc(SCC(=O)N3CCCC3)o2)c(OC)c1
    36%[activator] | -3% | 10% | 18 | -2% | 46* | 0%
- O=C(Nc1ccccc1)N(CCCN1CCOCC1)Cc1cc2cc3c(cc2[nH]c1=O)OCCO3
    13µM* | 6% | -20% | -1 | 68%[activator] | -3 | -19%
- O=C1CN(Cc2ccccc2)C(=NCc2ccco2)S1
    1.9µM* | -25% | -4% | -2 | -29% | 4 | 2%
- CC(NC(=S)Nc1ccc(F)cc1)c1ccccc1 (centres undefined)
    125%[activator] | 1% | u | -1 | 38% | -7 | -3%
- CCN(CC)c1ccc(/C=C/c2ccc3ccc(OC)cc3[n+]2CC)cc1
    1.9µM* | -29% | -4% | 6 | 19% | -5 | -25%
- O=C(N/N=C/c1c[nH]c2ccccc12)c1cc2ccccc2o1
    125%[activator] | 2% | -5% | 22* | -38% | 52* | 3%
- CCOC(=O)C1=C(C)C(c2ccc(OC)cc2)NC(=S)N1 (centres undefined)
    -14% | -15% | x | 5 | -8% | 17 | 6%
- Cc1ccc(S(=O)(=O)/N=S(\C)CC2CC2(Cl)Cl)cc1 (centres undefined)
    x | 1% | 3% | 10 | 1% | -5 | 7%
- COC(=O)c1sc(C(C)(C)C)cc1CSc1ccccc1
    -13% | -2% | -30% | -1 | -16% | -4 | 7%
- Cc1ccc(NC(=O)C2CCN(S(=O)(=O)c3ccc(N4CCCC4=O)cc3)CC2)cc1Cl
    u | 0% | 5.9µM* | -3 | 18% | -1 | -1%
- CN(C)C(CNC(=O)Cc1c(Cl)cccc1Cl)c1ccccc1 (centres undefined)
    -11% | -2% | -5% | -2 | -24% | -3 | 2%
- O=C(NOC(=O)c1cc(Br)ccc1Cl)c1cccs1
    20% | 1% | 37%[activator] | -2 | -19% | -5 | 2%
- COc1cccc(Cn2c(Oc3cccc(C)c3)nc3c2c(=O)n(C)c(=O)n3C)c1
    u | -5% | 17% | -2 | 116%[activator] | -3 | 2%
- COc1ccccc1OCCOc1ccc(/C=N/n2cnnc2)cc1
    8% | -4% | 14% | -5 | 2% | -22 | 8%
- Cc1ccc(NC(=O)c2ccc([N+](=O)[O-])cc2Cl)nc1
    234%[activator] | 6% | 342%[activator] | 75* | -19% | 125* | 0%
- O=C(COc1cccc([N+](=O)[O-])c1)N/N=C/c1ccco1
    11% | 5% | 26% | -3 | -31% | -2 | -3%
- COc1cc(C)ccc1S(=O)(=O)N1CCCCCC1
    -9% | 5% | 23% | -1 | -7% | -13 | -3%
- C=CCNC(=S)/N=c1/ccccn1Cc1ccccc1
    u | 1% | u | 1 | -6% | 3 | -2%
- Cc1c(C(=O)N2CCc3ccccc3C2)sc2nc(-c3ccccc3)cn12
    u | 1% | u | 27* | 20% | 45* | 3%
- Cc1nc2cc(Cl)ccc2n1-c1ccccc1
    1% | 6% | u | 1 | x | 27 | -4%
- CCN(CC)C(=O)Cn1cc(C(=O)C(=O)NCCCn2ccnc2)c2ccccc21
    -24% | 4% | 24% | -4 | -3% | -7 | 8%
- O=C(COC(=O)Cc1c[nH]c2ccccc12)NC1CCCCC1
    9% | 3% | 20% | -3 | -5%[11.4 µM] | -15 | -2%
- Cc1nn(-c2ccccc2)c2[nH]c(C(F)(F)F)cc(=O)c12
    3% | 3% | x | -1 | -17% | 1 | -8%
- CCOc1ccc2[nH]c3c(NCC(C)C)ncnc3c2c1
    2.3µM* | 3% | 1.7µM* | 33* | -22% | 59* | 4%
- COC(=O)c1cc(OC)c(OC)cc1NC(=S)N1CCN(Cc2ccccc2)CC1
    -17% | 2% | -4% | -2 | -23% | -10 | -3%
- CC(=NCC1CCCO1)c1c(O)n(C)c(=O)n(C)c1=O (centres undefined)
    3% | -9% | 15µM* | 2 | -17% | -5 | 2%
- Clc1ncn(CCOc2ccccc2)c1Cl
    9% | 7% | u | -2 | -30% | -16 | -1%
- CCCCn1c(N)c(N(C(=O)CSc2nnnn2-c2ccccc2C)C2CCCC2)c(=O)[nH]c1=O
    u | 1% | u | x | 59% | x | x
- Nc1nc(SCc2ccccc2Cl)nc2nc3c(cc12)CCCC3
    u | 1% | -17% | 3 | -28% | -3 | -4%
- COC(=O)C1c2ccccc2-c2ccccc21
    -1% | -5% | -3% | -1 | -12% | 19 | 8%
- COc1ccc(F)cc1C(=O)C1CCCN(Cc2cn(C)c3ccccc23)C1 (centres undefined)
    u | -1% | 34%[activator] | -2 | 54% | -8 | -6%
- O=C(O)c1oc2ccccc2c1-n1cccc1
    -4% | -2% | u | -1 | -14% | -6 | 4%
- O=C(CSc1nc2ccccc2c(=O)n1-c1ccccc1)N1CCCc2ccccc21
    u | 3% | u | 0 | -6% | -13 | -2%
- Oc1ccccc1CN1CCCN(Cc2ccccc2O)C1
    u | -1% | x | -4 | x | -19 | 1%
- COc1ccc(CCN(C(=O)C(F)(F)F)C(C(=O)NC2CCCCC2)c2cccs2)cc1 (centres undefined)
    9.3µM* | 5% | u | -2 | -30% | -6 | -1%
- O=C(Cc1ccc(Cl)cc1)NCCCNC(=O)c1cccnc1
    -11% | -5% | 1% | 13 | -13% | -2 | -2%
- COc1ccc(NC(=S)NC(=O)c2cc3ccccc3o2)c(OC)c1
    20% | -8% | -28% | 1 | -4% | 1 | -3%
- Cc1ccc(Cn2ccsc2=NC(=O)COC(=O)c2ccc(O)cc2O)cc1
    u | -6% | u | 38* | -29% | 135* | -10%
- CCOC(=O)C1CCCN(c2c(N3CCN(c4ccccn4)CC3)c(=O)c2=O)C1 (centres undefined)
    u | -2% | -16% | -2 | -2% | -13 | 0%
- FC(F)(F)c1nnc2ccc(N3CCCCCC3)nn12
    u | 3% | 14% | -5 | 33% | -2 | 6%
- O=C(O)c1cccc2c1C(=O)c1cc(Br)ccc1S2(=O)=O
    34%[activator] | 0% | 29% | x | -10% | x | x
- COc1ccc(C2Nc3ccccc3C(=O)N2c2ccccc2)cc1COc1ccccn1 (centres undefined)
    u | 0% | u | 8 | 3% | 15 | 1%
- O=C(COc1ccccc1Cl)Nc1cnn(Cc2ccccc2)c1
    -12% | -1% | x | 1 | -20% | 27 | 15%
- COc1ccc(Oc2ccc(C(F)(F)F)cc2N)cc1
    u | 1% | 40%[activator] | 29* | -20% | 56* | 0%
- COc1ccc(CNC(=O)CNC(=O)CNS(=O)(=O)c2ccc(C)c(C)c2)cc1
    20% | 0% | 14% | -6 | 23% | 9 | 5%
- O=C(Nc1cc(Cl)ccc1Cl)c1ccc(OC(=O)c2ccco2)cc1
    x | -5% | -14% | -2 | -22% | -11 | -4%
- CC(C)CCN1CCN(CC#Cc2ccccc2)CC1CCO (centres undefined)
    u | -10% | 1% | 8 | 12% | -11 | 9%
- COc1ccc(N2CCN(CCNS(=O)(=O)c3ccc(C)cc3)CC2)cc1
    34%[activator] | 4% | 13% | 3 | 10% | -15 | 4%
- O=C(NCC1CCCO1)C1c2ccccc2Oc2ccccc21 (centres undefined)
    1% | 1% | -12% | 0 | -8% | 14 | 4%
- COc1ccc(N2C(=O)C(CC(=O)Nc3ccc(F)cc3)N(CCc3ccc(OC)c(OC)c3)C2=O)cc1 (centres undefined)
    -14% | 0% | -20% | 3 | -6% | 25 | 4%
- O=C(CN1CCN(S(=O)(=O)c2ccc(F)c(Cl)c2)CC1)N1CCOCC1
    -7% | -14% | u | x | 59% | x | x
- COc1ccc2[nH]c(CN3CCN(CCC(C)C)C(CCO)C3)c(C)c2c1 (centres undefined)
    15% | 3% | u | 2 | 10% | -11 | 2%
- Cc1ccc(S(=O)(=O)N2CCOCC2)cc1C(=O)OC1CCCCC1=O (centres undefined)
    -15% | -4% | 19% | 2 | 18% | -4 | 4%
- Cn1c(=O)[nH]c(=O)c2c1nc(CN1CCOCC1)n2Cc1ccccc1
    4% | -11% | u | -2 | -5% | 29 | 2%
- CN(C)C(=O)C1C2NC(=S)N(c3ccc(Cl)cc3)C1(C)Oc1ccc(Cl)cc12 (centres undefined)
    u | 3% | u | -5 | 160%[activator] | 3 | 5%
- O=C1CN(C(=O)CNCc2cccc(Cl)c2)c2ccccc2N1
    -11% | 4% | -8% | -1 | -15% | -7 | -13%
- O=C1CC[C@H](O)CCN1[C@H](CSc1ccc(Br)cc1)Cc1ccccc1
    -4% | 1% | 2% | x | 172%[activator] | x | x
- CC(=O)Nc1ccccc1-c1nnn(CC(=O)Nc2ccc3c(c2)OCCO3)n1
    3% | -5% | 26% | 24* | 143%[activator] | 45 | 4%
- COc1ccc(COC(=O)C2=C(C)NC(=O)NC2c2ccc(OC)cc2)cc1 (centres undefined)
    7% | 3% | 32%[activator] | -1 | -14% | x | 7%

(listing goes on)
Screens in order – Pf growth 48h | Tb PYK inh | Pf growth 96h | CHX counter | AmpC inh no detg | Shiga inhibitor | LmPK inhibitor
- CC(C)Oc1ccc(Cn2c(=O)oc3ccccc32)cc1
    18% | -1% | 23% | -2 | -13% | -3 | -6%
- O=C(NCc1cccs1)c1ccc(Cl)c(S(=O)(=O)N2CCCC2)c1
    0.33µM* | -3% | u | 8 | -43% | -6 | -2%
- C=CCNC(=S)N1CCN(c2cc3c(cc2F)c(=O)c(C(=O)O)cn3CC)CC1
    u | -18% | 2.3µM* | -2 | 1% | -8 | -1%
- Cc1ccc(C2(C(F)(F)F)NC(=O)N3N=C4CCCCCN4C3=C2C#N)cc1 (centres undefined)
    11% | -1% | 29% | 6 | -23% | 9 | -6%
- CC(C)Cn1c(N)c(C(=O)CSc2nnc(C3CC3)n2C2CC2)c(=O)n(C)c1=O
    u | 2% | 8.3µM* | x | -5% | x | x
- CCc1cccc(CC)c1NC(=O)C[n+]1cccc(C(N)=O)c1
    8% | -2% | -27% | -5 | -9% | -5 | -3%
- Cc1ccc(C)c2c1cc(C)c1nnc(SCC(=O)N3CCCc4ccccc43)n12
    5% | -10% | 48%[activator] | -10 | -17% | -21 | 2%
- NC(=O)CSc1nccn1Cc1ccccc1
    u | -1% | 0% | 7 | -22% | -4 | 0%
- COc1ccc2[nH]cc(CCNC(=O)COc3cc(C)cc4oc(=O)cc(C)c34)c2c1
    u | 0% | u | -5 | 27% | -9 | -8%
- Cc1ccc(S(=O)(=O)N2[C@@H](c3ccccc3)C(C(=O)O)=CC[C@H]2c2ccc3c(c2)OCO3)cc1
    -95% | -5% | u | x | -6% | x | x
- CCOc1ccccc1N1CCN(C(=O)c2cccc(-c3ccc(O)cc3)c2)CC1
    x | -2% | 5% | 1 | -4% | 13 | 13%

Structures above containing a nitro group on carbon:
Screens in order – Pf growth 48h | Tb PYK inh | Pf growth 96h | CHX counter | AmpC inh no detg | Shiga inhibitor | LmPK inhibitor
- Cc1ccc(NC(=O)c2ccc([N+](=O)[O-])cc2Cl)nc1
    234%[activator] | 6% | 342%[activator] | 75* | -19% | 125* | 0%
- O=C(COc1cccc([N+](=O)[O-])c1)N/N=C/c1ccco1
    11% | 5% | 26% | -3 | -31% | -2 | -3%

Bioassay records from PubChem.
